From PubChem
MIN6 prolif: induces beta-cell replication in MIN6 cells; MIN6 cells proliferation, ATPlite luminescence, 48 h; cells starved in 0.2% serum; 100% = growth in 10% serum; AID 2380; proliferation, % at 10 µM; 330,000 compounds, 0.29% hits;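 active means compounds whose signal lies at least 3.5 SD above the mean of all wells on their plate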;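 further: 0% = DMSO-treated cells in low-serum medium and 100% = 10% serum control; some compounds called inactive have numbers as strong as hits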
mIAP activ: increases mouse intestinal alkaline phosphatase activity; muIAP, CDP-Star luminescence, 30 min; active compounds read high; 1 = vehicle-only enzyme signal, 0 = enzyme-free wells; activation factor at 10 µM; 330,000 compounds, 0.24% hits;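 active means activation factor of at least 2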; further: the source names both 10 and 20 µM as test concentration; values of inactives mirror those of a sister screen read the other way
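System: Mouse IAP enzyme | Also added: CDP-Star substrate | Dosing: Compounds dispensed in DMSO | Schedule: 30 min enzyme-substrate-compound incubation at room temperature | Technique: Chemiluminescence readout | Control set: DMSO-only wells and no-enzyme negative control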
APOBEC3A inh: blocks human APOBEC3A ssDNA deamination; recombinant A3A, FAM/TAMRA ssDNA deamination fluorescence; inhibition, % at 20 µM; 330,000 compounds, 0.41% hits; AID 493011;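 active means at least 40% inhibition at 20 µM here, with at most 30% in a related deaminase screen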;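 further: plate controls were A3A with DMSO for no effect and wells lacking A3A enzyme for full effect; some results filed as inactive read as strong as hits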
Target sequence (P31941 whole entry, looked up): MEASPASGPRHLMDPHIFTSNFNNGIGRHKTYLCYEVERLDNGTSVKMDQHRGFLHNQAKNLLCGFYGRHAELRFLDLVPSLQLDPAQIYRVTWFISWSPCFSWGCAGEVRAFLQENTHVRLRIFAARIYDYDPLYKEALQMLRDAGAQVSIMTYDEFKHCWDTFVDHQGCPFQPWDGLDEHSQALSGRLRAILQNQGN
hIAP activ: human IAP activation; P09923; purified human IAP, CDP-Star luminescence, 30 min; active compounds read high; 1 = vehicle-only enzyme, 0 = enzyme-free background; activation factor at 10 µM; 330,000 compounds, 0.16% hits; AID 2524;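 active means activation factor of the enzyme at least 2-fold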; further: the source names both 10 and 20 µM as test concentration; values of inactives mirror those of a sister screen read the other way
Target sequence (P09923 whole entry, looked up): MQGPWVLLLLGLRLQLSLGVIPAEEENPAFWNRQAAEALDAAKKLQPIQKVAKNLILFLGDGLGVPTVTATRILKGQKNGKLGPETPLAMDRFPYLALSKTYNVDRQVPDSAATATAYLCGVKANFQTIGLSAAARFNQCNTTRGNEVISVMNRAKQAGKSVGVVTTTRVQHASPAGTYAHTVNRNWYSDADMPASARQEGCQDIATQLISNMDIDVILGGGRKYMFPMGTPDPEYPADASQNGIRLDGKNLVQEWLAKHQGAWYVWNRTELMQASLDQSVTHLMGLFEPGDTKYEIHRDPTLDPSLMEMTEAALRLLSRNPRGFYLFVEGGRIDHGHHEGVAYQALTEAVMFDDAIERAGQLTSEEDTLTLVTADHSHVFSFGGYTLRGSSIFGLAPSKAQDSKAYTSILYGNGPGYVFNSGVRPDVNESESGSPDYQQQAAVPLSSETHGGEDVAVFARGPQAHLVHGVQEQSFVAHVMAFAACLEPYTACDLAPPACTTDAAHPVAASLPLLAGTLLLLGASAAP
A3G deaminase: APOBEC3G (human) deaminase inhibition; Q9HC16; recombinant A3G, ssDNA deamination FAM/TAMRA fluorescence; inhibition, % at 20 µM; 330,000 compounds, 0.28% hits; AID 493012;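 active means inhibition of at least 40% at 20 µM, with no more than 30% in the related APOBEC3A deaminase screen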;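 further: plate controls were DMSO wells with A3G for no effect and wells lacking A3G enzyme for full effect; some compounds called inactive have numbers as strong as hits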
hIAP inh: blocks human intestinal alkaline phosphatase; purified IAP, CDP-Star luminescence, 30 min; P09923; AID 2544; inhibition, % at 10 µM; 330,000 compounds, 0.12% hits;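 active means inhibition reaching a set limit with compound at 10 µM in the primary screen, cut at about 35% in these data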;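 further: plate controls were DMSO wells with enzyme for no effect and no-enzyme buffer wells for full effect; values of inactives mirror those of a sister screen read the other way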
SENP1 FRET inh: inhibitors of human SENP1 SUMO protease catalytic domain | recombinant SENP1 catalytic domain, CyPet-SUMO1-YPet FRET cleavage | inhibition, % at 10 µM | 360,000 compounds, 0.21% hits | AID 624204;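 active means inhibition at least 30% at 10 µM, raw YFP signal under a set limit, fluorescence ratio 0.5 to 1.5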;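 further: 0% = enzyme with DMSO and 100% = no enzyme wells; some results filed as inactive read as strong as hits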
Target sequence (Q9P0U3 419-644 limits assumed): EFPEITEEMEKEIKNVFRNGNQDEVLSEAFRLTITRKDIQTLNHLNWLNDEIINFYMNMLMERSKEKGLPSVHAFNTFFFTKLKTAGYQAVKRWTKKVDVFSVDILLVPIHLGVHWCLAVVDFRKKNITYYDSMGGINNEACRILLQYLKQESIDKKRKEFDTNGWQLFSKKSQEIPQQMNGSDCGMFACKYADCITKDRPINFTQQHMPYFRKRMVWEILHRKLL
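Material – human SENP1 catalytic domain · Input – SENP1 enzyme, 20 pM final · Compound dosing – single concentration of 10 µM compound, 0.5% DMSO final · Timing – enzyme reaction for 50 min at room temperature, dark · Measured by – FRET fluorescence in CFP and YFP emission channels · Control set – no-enzyme wells low, DMSO-plus-enzyme wells high control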
NALP3 yeast inh: NALP3 inhibition in yeast | AID 2825 | Yeast reconstituted NLRP3/ASC/caspase-1, beta-gal luminescence, 24 h | 330,000 compounds, 0.39% hits | inhibition, % at 10 µM;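 active means inhibition of 50% or more; inactive means inhibition below 50%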;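 further: plate controls were induced DMSO wells for no effect and uninduced yeast grown without galactose for full effect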
mIAP block: mouse IAP inhibition. purified mouse IAP, CDP-Star luminescence, 30 min. AID 2806. 330,000 compounds, 0.2% hits. inhibition, % at 10 µM;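 active means inhibition of at least 40% at 10 µM in the primary screen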;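 further: plate controls were DMSO with enzyme for no effect and no enzyme wells for full effect; values of inactives mirror those of a sister screen read the other way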
An asterisk follows results filed as active; · = no result given. Only part of the results is shown, so the mix of outcomes need not match the whole.

SMILES	MIN6 prolif	mIAP activ	APOBEC3A inh	hIAP activ	A3G deaminase	hIAP inh	SENP1 FRET inh	NALP3 yeast inh	mIAP block
Cn1ccs/c1=N\C(=O)Nc1cccc(C(F)(F)F)c1	-4	0.96	-1	0.77	-4	23	0	47	4
O=C(NC(Cc1ccccc1)C(=O)O)/C(=C\c1ccc(Cl)cc1)NC(=O)c1ccccc1 (stereo not given)	0	1	2	0.95	1	5	-19	11	-1
CCNc1oc(-c2ccc(OC)cc2)nc1S(=O)(=O)c1ccc(Br)cc1	-1	0.97	2	0.95	0	5	1	38	3
COc1ccccc1NC(=O)C(C)OC(=O)CCCc1c[nH]c2ccccc12 (stereo not given)	-2	0.96	0	0.99	-5	0	1	3	4
NNC(=O)CNc1cccc(Cl)c1	-1	0.96	-2	1	-14	0	3	20	4
COc1ccc2ccccc2c1CNCCN1CCOCC1	-1	1.2	5	1	1	-4	-2	9	-19
CS(=O)(=O)c1ccc(C(=O)NC2CCCCC2)cc1	-3	0.93	2	0.92	-2	8	2	10	7
N#C/C(C(=O)NCc1ccco1)=C1/SC(Cc2ccc(Cl)cc2)C(=O)N1c1ccccc1 (stereo not given)	-2	1.1	0	0.85	-4	15	-2	8	-8
CCOC(=O)c1sc(=NC(=O)c2cccs2)n(C)c1C	-2	1	0	1	-11	-4	-1	49	-1
N#C/C(=C\c1cn(-c2ccccc2)nc1-c1cccnc1)c1nnc2n1CCCCC2	-1	0.79	43*	1.2	-3	-19	1	18	22
O=C(Nc1ccncc1)c1ccc(Cl)c(S(=O)(=O)N2CCCCC2)c1	-5	0.98	1	1.1	2	-12	3	13	2
Cc1cc(C)n2nc(NCc3cccc(Br)c3)nc2n1	3	0.96	0	0.84	-5	16	-1	11	4
O=C(Nc1n[nH]c(=S)s1)c1ccc2ccccc2c1	-2	0.95	-6	1.1	22	-14	2	9	4
COc1ccccc1CC(=O)Nc1cc2oc3ccccc3c2cc1OC	-2	0.99	-1	0.97	-6	3	2	5	1
COc1ccc(OC)c(NC(=O)C2CCCN(S(=O)(=O)c3cccc4cccnc34)C2)c1 (stereo not given)	5	1.1	-1	0.95	-7	5	1	6	-9
COC(=O)c1cn(NC(=O)CC2CCCCC2)c(=O)c2ccccc12	1	1	2	1.1	-2	-5	0	13	-2
CNC(=O)N1c2ccccc2NC(=O)CC1C (stereo not given)	-4	1	0	1.1	3	-7	2	9	-4
CCOC(=O)O[C@]1(C(=O)OCCl)CC[C@H]2[C@@H]3CCC4=CC(=O)C=C[C@]4(C)[C@H]3[C@@H](O)C[C@@]21C	-4	1	5	0.85	-5	15	·	17	-4
Cc1ccc(C(=O)N(CCN(C)C)CC2CCCN(Cc3ccccc3F)C2)cc1C (stereo not given)	-4	1	-3	1.2	-7	-16	2	11	-3
Cc1ccc(C(=O)COC(=O)c2cccc(O)c2)s1	-2	0.98	-1	1.1	-7	-10	1	13	2

3 of the entries above in order of the hIAP activ value, descending.
SMILES	mIAP activ	APOBEC3A inh	hIAP activ	A3G deaminase	hIAP inh	SENP1 FRET inh	NALP3 yeast inh	mIAP block
O=C(Nc1ccncc1)c1ccc(Cl)c(S(=O)(=O)N2CCCCC2)c1	0.98	1	1.1	2	-12	3	13	2
COc1ccc(OC)c(NC(=O)C2CCCN(S(=O)(=O)c3cccc4cccnc34)C2)c1 (stereo not given)	1.1	-1	0.95	-7	5	1	6	-9
Cc1cc(C)n2nc(NCc3cccc(Br)c3)nc2n1	0.96	0	0.84	-5	16	-1	11	4

(next part)
SMILES	MIN6 prolif	mIAP activ	APOBEC3A inh	hIAP activ	A3G deaminase	hIAP inh	SENP1 FRET inh	NALP3 yeast inh	mIAP block
COc1cc(C(=O)Nc2nc3ccccc3[nH]2)ccc1OC(F)F	-5	1	-9	1.2	5	-20	6	7	0
CCn1c(O)c(N=NC(=O)CNc2cccc(C)c2)c2ccccc21	3	0.92	-6	0.79	-15	21	2	-30	8
COc1ccc(N2CCN(C(=O)CCS(=O)(=O)c3ccc(OC)cc3)CC2)cc1	2	0.96	-4	0.91	-1	9	0	14	4
CCOCCCn1c(=S)[nH]c2cc(C(=O)NCCN(CC)CC)ccc2c1=O	-3	1	-1	0.92	-2	8	1	-5	-3
O=C(c1ccccc1)N1CCN(CC(O)COC2CCCCC2)CC1 (stereo not given)	0	0.93	0	0.91	-1	9	1	0	7
CC1CCN(c2ncnc3c2cnn3-c2ccccc2)CC1	-2	0.98	-3	0.89	-10	11	-9	53*	2
CC(C)(C)c1cc(Cl)c(O)c(NC(=S)NC(=O)c2cccnc2)c1	-6	0.69	-6	1.2	-5	-19	10	8	31
CSc1nc(C)c(Oc2ccccc2)c(=O)n1C	-1	0.95	4	0.81	2	19	-1	6	5
O=C(CN1C(=O)NC(Cc2ccccc2)C1=O)Nc1ccc(F)c(Cl)c1 (stereo not given)	-5	1.1	-5	1	-8	0	3	8	-5
O=c1c2cc(Cl)ccc2oc2nc3n(c(=O)c12)CCCS3	-1	0.99	5	1	4	-4	1	-9	1
CCCc1nc(N2CCOCC2)c(C#N)c2c1CCCC2	0	1	-3	0.94	-7	6	-27	-14	0
C/C=C/C(=O)N[C@@H]1c2ccccc2CC[C@@H]1OCc1ccccc1	·	0.96	3	·	3	·	0	·	4
CCC(Oc1ccccc1OC)C(=O)Nc1ccc2c(c1)n(C)c(=O)n2C (stereo not given)	2	0.95	-6	0.91	-10	9	-3	14	5
Cc1c(CC(=O)N2CCN(C(=O)C3COc4ccccc4O3)CC2)c(=O)oc2c(C)c(O)ccc12 (stereo not given)	-6	1	-3	1.2	-3	-18	-23	1	-5
CC(C)Cc1cc(C(=O)Nc2cc(Cl)ccc2Cl)no1	4	0.98	0	0.82	-8	18	2	9	2
COc1ccc(NC(=O)COC(=O)C2CC2)c(OC)c1	-3	1	1	0.91	-2	9	0	2	-2
CCN(CC)CCCNC(=O)Cn1cnc2ccc(S(=O)(=O)N3CCC(C)CC3)cc2c1=O	2	0.94	1	0.86	0	14	-2	2	6
Cc1n[nH]c(=S)n1/N=C/c1ccc(-c2ccccc2[N+](=O)[O-])o1	-2	0.93	-5	0.85	45*	15	0	28	7
Cc1nnc(SCC(=O)N2CCN(C(=O)c3ccco3)CC2)n1-c1ccccc1	0	0.99	6	1.1	-9	-5	1	12	1
O=C(Cc1ccc(F)cc1)Nc1cccc2cccnc12	-1	1.2	-8	1.1	-6	-6	3	3	-16
CCC1CCCCN1CCCNC(=O)C1CCCN(c2nn3c(=O)cc(C)nc3s2)C1 (stereo not given)	-3	0.96	-10	1.2	-11	-18	-1	-1	4
O=C(CCCc1nc(-c2ccccc2Cl)no1)NC1CCCC1	-1	0.99	-6	0.94	-8	6	0	6	1
N#C/C(=C\c1ccc(-c2ccccc2[N+](=O)[O-])o1)C(N)=O	0	0.95	0	0.89	-7	11	3	-8	5
Cc1ccc(-c2noc(CSc3nnc(Cc4ccccc4)n3-c3ccc(Cl)cc3)n2)cc1	-5	0.98	-6	0.97	-7	3	2	-32	2
CCc1cc2c(cc3c(=O)n(CC(=O)NCCCN(CC)CC)nc(CC)n32)s1	-2	0.95	-1	1.1	-4	-6	-3	-23	5
Cc1c(C(=O)/C=C/c2cccs2)oc2ccc(F)cc12	-4	0.99	2	0.99	-4	1	-11	5	1

Twelve entries from above, as a markdown table.
| smiles | MIN6 prolif | mIAP activ | APOBEC3A inh | hIAP activ | A3G deaminase | hIAP inh | SENP1 FRET inh | NALP3 yeast inh | mIAP block |
| --- | --- | --- | --- | --- | --- | --- | --- | --- | --- |
| C/C=C/C(=O)N[C@@H]1c2ccccc2CC[C@@H]1OCc1ccccc1 | · | 0.96 | 3 | · | 3 | · | 0 | · | 4 |
| CCC(Oc1ccccc1OC)C(=O)Nc1ccc2c(c1)n(C)c(=O)n2C (stereo not given) | 2 | 0.95 | -6 | 0.91 | -10 | 9 | -3 | 14 | 5 |
| Cc1c(CC(=O)N2CCN(C(=O)C3COc4ccccc4O3)CC2)c(=O)oc2c(C)c(O)ccc12 (stereo not given) | -6 | 1 | -3 | 1.2 | -3 | -18 | -23 | 1 | -5 |
| CC(C)Cc1cc(C(=O)Nc2cc(Cl)ccc2Cl)no1 | 4 | 0.98 | 0 | 0.82 | -8 | 18 | 2 | 9 | 2 |
| COc1ccc(NC(=O)COC(=O)C2CC2)c(OC)c1 | -3 | 1 | 1 | 0.91 | -2 | 9 | 0 | 2 | -2 |
| CCN(CC)CCCNC(=O)Cn1cnc2ccc(S(=O)(=O)N3CCC(C)CC3)cc2c1=O | 2 | 0.94 | 1 | 0.86 | 0 | 14 | -2 | 2 | 6 |
| Cc1n[nH]c(=S)n1/N=C/c1ccc(-c2ccccc2[N+](=O)[O-])o1 | -2 | 0.93 | -5 | 0.85 | 45* | 15 | 0 | 28 | 7 |
| Cc1nnc(SCC(=O)N2CCN(C(=O)c3ccco3)CC2)n1-c1ccccc1 | 0 | 0.99 | 6 | 1.1 | -9 | -5 | 1 | 12 | 1 |
| O=C(Cc1ccc(F)cc1)Nc1cccc2cccnc12 | -1 | 1.2 | -8 | 1.1 | -6 | -6 | 3 | 3 | -16 |
| CCC1CCCCN1CCCNC(=O)C1CCCN(c2nn3c(=O)cc(C)nc3s2)C1 (stereo not given) | -3 | 0.96 | -10 | 1.2 | -11 | -18 | -1 | -1 | 4 |
| O=C(CCCc1nc(-c2ccccc2Cl)no1)NC1CCCC1 | -1 | 0.99 | -6 | 0.94 | -8 | 6 | 0 | 6 | 1 |
| N#C/C(=C\c1ccc(-c2ccccc2[N+](=O)[O-])o1)C(N)=O | 0 | 0.95 | 0 | 0.89 | -7 | 11 | 3 | -8 | 5 |
